# High-throughput results: PubChem, several laboratories
# HTR2A ag – mouse HTR2A agonism via beta-arrestin recruitment | activation, % at 7.6 µM | AID 624169 | 0.66% of 360,000 active | CHO-K1 mHTR2A beta-arrestin complementation, luminescence; percent of 30 µM serotonin response;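 active = activation above a run cutoff, the mean activation of all tested compounds plus 3 SD, cut at about 14% in these data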;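 note: 0% = plate median of compound wells and 100% = 30 µM serotonin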
# Target sequence (P35363 whole entry, looked up): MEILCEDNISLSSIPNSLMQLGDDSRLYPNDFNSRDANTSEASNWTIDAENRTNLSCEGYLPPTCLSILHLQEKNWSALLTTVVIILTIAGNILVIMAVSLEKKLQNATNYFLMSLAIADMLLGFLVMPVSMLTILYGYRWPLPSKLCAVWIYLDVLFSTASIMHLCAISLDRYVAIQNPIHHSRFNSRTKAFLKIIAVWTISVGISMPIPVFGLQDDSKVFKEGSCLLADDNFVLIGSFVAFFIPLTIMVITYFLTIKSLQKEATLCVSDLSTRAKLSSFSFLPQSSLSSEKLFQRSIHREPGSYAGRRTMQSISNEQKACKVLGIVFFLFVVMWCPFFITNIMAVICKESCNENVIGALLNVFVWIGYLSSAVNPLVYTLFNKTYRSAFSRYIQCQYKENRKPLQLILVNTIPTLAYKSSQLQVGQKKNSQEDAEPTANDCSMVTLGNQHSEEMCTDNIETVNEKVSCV
# MC4R antagonist – blocks human MC4R cAMP signaling; P32245; MC4R-expressing cells, MTII-stimulated cAMP, LANCE TR-FRET; inhibition, % at 6.5 µM; 0.48% of 360,000 active; AID 540295;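 active = inhibition above its plate's cutoff, the mean of tested wells on that plate plus 3 SD, cut at about 29% in these data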;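 note: 0% = Melanotan II alone and 100% = Melanotan II plus saturating MCL0020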
# Target sequence (P32245 whole entry, looked up): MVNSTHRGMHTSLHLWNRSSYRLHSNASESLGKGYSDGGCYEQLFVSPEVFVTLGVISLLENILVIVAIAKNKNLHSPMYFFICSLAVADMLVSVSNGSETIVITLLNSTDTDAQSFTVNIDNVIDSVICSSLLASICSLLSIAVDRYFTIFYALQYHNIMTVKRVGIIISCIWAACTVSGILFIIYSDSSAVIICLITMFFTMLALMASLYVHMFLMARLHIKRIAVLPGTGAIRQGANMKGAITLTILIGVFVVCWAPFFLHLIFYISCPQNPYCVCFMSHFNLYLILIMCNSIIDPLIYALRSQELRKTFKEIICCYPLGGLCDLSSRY
#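 Material – human MC4R-expressing U2OS cells · Repeats – no replicates · Detection – TR-FRET with Eu-cAMP and labeled anti-cAMP, 671 nm · Times – compound 30 min, challenge 1 h, detection 1 h · Compound – single nominal compound dose of 6.5 µM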
# MC4R barr agon – agonists of human melanocortin 4 receptor (MC4R) beta-arrestin; P32245; U2OS MC4R beta-arrestin complementation, luminescence; percent of melanotan II response, DMSO zero; activation, % at 8.9 µM; 0.98% of 360,000 active;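 active = activation above a per-plate cutoff, the mean activation of sample wells on that plate plus 3 SD, cut at about 8% in these data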
# Exocytosis inh – lytic granule exocytosis inhibition; TALL-104 LAMP-1 surface exposure, flow cytometry; cells stimulated with thapsigargin and PMA; inhibition, % at 10 µM; AID 651702; 0.66% of 360,000 active;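 active = inhibition above about 55%, limit read from the data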
# H9c2 protect – myocardial damage modulation in H9c2 cells | protection from H2O2 cell death, % at 20 µM | AID 588492 | 0.63% of 360,000 active | H9c2 cardiomyocytes, H2O2 injury protection, ATPLite, 2 h;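 active = compounds giving at least 50% protection of heart cells from peroxide-induced death in the single-dose screen, raw or plate-pattern-corrected value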;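 note: 0% = DMSO wells with peroxide and 100% = DMSO wells without peroxide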
# hiPSC survival – hiPSC single-cell survival enhancement; ATPlite luminescence; 100% = ROCK inhibitor wells, 0% = DMSO; survival enhancement, % at 20 µM; 0.044% of 360,000 active; AID 602274; in the data active = survival enhancement above about 18%;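 note: cells exposed to compounds for 16 hours before the ATP read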
# N-glyco inh – blocks N-linked glycosylation in D54 reporter cells; D54 ERlucT glycosylation luciferase reporter, 24 h; percent of 100 nM tunicamycin response; reporter increase, % at 12.5 µM; 0.23% of 360,000 active; AID 588692;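 active = mean luciferase reporter signal, scaled so untreated is 0 and the glycosylation-blocking control 100, at or above a set limit in every replicate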;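 note: luciferase carries N-glycosylation sites so blocking glycosylation raises the light; 0% = median of neutral control wells and 100% = median of 100 nM tunicamycin wells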
# aDG glyco up – alpha-DG glycosylation activation | activation, % at 10 µM | 0.22% of 360,000 active | AID 624168 | Pro5-aDG cells, alpha-DG glycosylation AlphaScreen (IIH6); 0% Pro5, 100% B10-LARGE cell signal;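 active = activation of at least 8% versus controls, or a plate z-score of at least 8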;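 note: Pro5 are CHO cells carrying HIG-tagged alpha-DG that lacks glycosylation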
# ABCB6 inh MLPCN – blocks the human ABCB6 transporter. AID 602162. 0.19% of 360,000 active. K562-ABCB6 porphyrin accumulation, flow cytometry, 1 h; active compounds read low. fluorescence ratio to DMSO, % at 10 µM;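 active = fluorescence ratio to DMSO below 75%, the collection mean minus 3 SD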;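 note: signal is porphyrin accumulated inside mitochondria; 100% equals median channel fluorescence of DMSO control wells; lower ratio means ABCB6 inhibition with less porphyrin fluorescence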
# ABHD5-PLIN5 inh – blocks binding of human ABHD5 to perilipin-5; Q00G26+Q8WTS1; Split G. princeps luciferase complementation, luminescence, 4 h; inhibition, % at 4 µM; 0.78% of 360,000 active;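 active = inhibition above the mean inhibition across every tested compound plus 3 SD, cut at about 22% in these data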;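 note: 0% = DMSO only wells and the 100% control is not disclosed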
# Active calls of the source: *.
SMILES,HTR2A ag,MC4R antagonist,MC4R barr agon,Exocytosis inh,H9c2 protect,hiPSC survival,N-glyco inh,aDG glyco up,ABCB6 inh MLPCN,ABHD5-PLIN5 inh
C=CCn1c(SCC(=O)N(CC)C2CCS(=O)(=O)C2)nc2sc3c(c2c1=O)CCC3 (stereo not drawn),3.5,6.3,-1.7,0.9,-3.5,0.2,-2.2,-0.2,96.0,13.4
CCCCNC(=O)C1CCCN1C(=O)Nc1cccc(OC)c1 (stereo not drawn),-1.3,-4.1,1.7,-0.5,1.8,-0.7,0.5,-0.1,98.0,2.2
CCc1nn(CC(=O)N2CCN(C)CC2)c(=O)c2cccn12,0.8,2.1,-0.6,7.9,9.5,-1.2,-1.6,0.2,97.0,-2.0
COc1cc(C(=O)N2CCN(C(=O)COc3ccc4ccccc4c3)CC2)cc(OC)c1OC,2.8,6.3,0.7,-0.4,-16.0,-1.2,2.6,-0.1,101.0,-1.0
Nc1ccc2c(c1)C(=O)N(CCCC(=O)O)C2=O,1.2,-0.9,-0.6,-1.2,6.1,0.4,-0.2,-0.2,102.0,-0.4
Cc1cc(C)c2c(n1)sc1c(=O)n(Cc3ccc(F)cc3)cnc12,-1.8,-20.4,-3.0,3.6,-1.2,-0.3,3.7,0.5,99.0,1.4
O=C1c2ccccc2NC(c2ccc(Cl)cc2Cl)N1O (stereo not drawn),5.1,5.0,0.0,-0.2,60.6*,8.9,-2.2,0.9,93.0,2.5
Cc1ccc(/C=N/NC(=O)CSc2nnc(-c3ccc(Cl)cc3)n2-c2ccccc2)o1,8.5,3.3,-0.1,35.3,43.7,-1.6,-2.2,-0.1,99.0,-4.5
CCOC(=O)N1CCN(C(=O)/C=C/c2cccc([N+](=O)[O-])c2)CC1,2.1,0.7,-1.9,-0.9,1.7,-0.4,1.0,0.0,97.0,-6.5
CCC(C)(CC(=O)O)CC(=O)Nc1cc(C(F)(F)F)cc(C(F)(F)F)c1 (stereo not drawn),2.5,2.5,-1.2,0.6,-14.1,-0.4,1.5,0.0,98.0,2.8
Cc1ccc(/C=C/C(=O)OC(C)C(=O)Nc2ncc(Cl)cc2Cl)o1 (stereo not drawn),-3.0,1.8,-0.8,-7.5,2.2,-1.5,0.3,0.0,97.0,1.4
COc1cc(/C=C2\C=CC(=O)O2)cc(OC)c1,1.3,-5.3,1.2,12.3,-1.2,-0.2,0.1,0.1,113.0,11.9
Cc1cc(C[n+]2ncsc2N)c2ncccc2c1,-1.5,-4.0,-0.3,0.6,-0.4,-0.5,1.4,0.2,93.0,4.0
O=C(NCCNc1nccc(C(F)(F)F)n1)c1cccc(C(F)(F)F)c1,-0.7,3.3,0.3,6.5,-2.4,-0.5,0.3,0.2,97.0,-3.3
Cc1cc(C)c(C)c(S(=O)(=O)N2CCN(c3ncnc4sc(C)c(C)c34)CC2)c1C,0.5,16.3,-1.9,3.3,-16.9,-0.5,-2.2,1.3,79.0,-8.3
Cc1cccc(COC(=O)CCCNC(=O)c2ccc(Cl)cc2)c1,1.1,4.7,-2.0,-0.3,5.4,-0.1,0.7,-0.1,89.0,-6.7
CCCn1c(SCC(=O)Nc2cccc(S(=O)(=O)NC3=NCCCCC3)c2)nc2ccccc2c1=O,1.2,4.9,2.9,0.7,-1.1,0.3,-3.4,0.4,101.0,4.4
CCCC(C(=O)Nc1ccc2c(C)cc(=O)oc2c1)c1ccccc1 (stereo not drawn),1.2,-2.7,2.0,-1.2,5.7,-0.3,2.0,0.6,106.0,-2.6
O=C(O)C1CCC(=O)N1C1CCCC1 (stereo not drawn),0.9,-1.3,1.0,0.5,2.0,2.3,0.7,0.1,99.0,4.2
O=C(NNS(=O)(=O)c1ccc(C(F)(F)F)cc1)c1cnn(-c2ccccc2)c1C(F)(F)F,-2.1,16.2,-1.3,-5.0,-3.8,0.8,1.9,0.7,100.0,-1.3
C[C@@H]1CN([C@H](C)CO)C(=O)CCCn2nncc2CO[C@@H]1CN(C)S(=O)(=O)c1ccc(F)cc1,11.2,4.7,-0.3,-7.6,-2.4,5.8,0.2,-0.1,105.0,2.3
O=C1Nc2cc(C(=O)NCCN3CCCCCC3)ccc2S/C1=C\c1ccccc1,-13.1,-2.7,1.4,6.3,-15.5,-0.4,-12.1,0.3,97.0,12.9
COc1ccc(CCNCc2cc(C)n(-c3ccc(OC)cc3)c2C)cc1,-7.0,3.9,1.9,61.1*,0.3,-0.4,-2.5,0.0,99.0,-8.2
O=C(NC1CCCN(Cc2ccccc2F)C1)c1cccs1 (stereo not drawn),-1.9,-0.3,-2.4,1.1,1.1,-0.4,-0.3,-0.1,90.0,-7.2
O=C(NCC1CCCO1)NC1CCCCC1 (stereo not drawn),17.1*,1.1,-2.0,0.3,1.3,0.0,1.6,-0.2,99.0,-5.2
O=C(c1ccc(CS(=O)Cc2ccccc2Cl)o1)N1CCN(C2CCCCC2)CC1 (stereo not drawn),3.2,10.8,-2.0,1.8,9.2,0.6,-3.9,-0.2,96.0,2.2
COc1cc(C(NC(C)=O)NC(C)=O)ccc1OCc1ccccc1,6.1,8.3,-1.6,4.3,-0.9,0.4,0.4,0.0,98.0,4.2
CCNC(=O)CC1C(=O)N(c2cccc(C)c2)C(=O)N1CCC(C)C (stereo not drawn),6.3,3.6,-1.5,5.6,-2.5,-0.6,-0.5,0.0,98.0,4.7
CSc1nc(N2CCN(c3ccccc3Cl)CC2)c2ccccc2n1,-7.4,-0.8,0.1,2.3,-2.1,-0.4,-3.6,0.5,95.0,-7.1
CC(=S)c1c(C)cc2cc(C)ccn12,-0.5,8.6,-3.6,-4.7,-1.6,0.7,-0.5,-0.2,96.0,-6.2
COc1ccc(-c2csc(C(C)(O)c3cccnc3)n2)cc1 (stereo not drawn),0.4,-3.4,-0.1,9.7,-13.5,0.9,-2.7,0.4,94.0,-1.9
C=CCn1c(=O)c(C(=O)NC2CC2)c(O)c2cc(OC)c(OC)cc21,7.8,6.7,0.6,-7.9,4.0,-0.2,0.9,-0.1,97.0,-3.8
O=C(Cn1ccc(NC(=O)OCc2ccccc2)nc1=O)NCc1ccc2c(c1)OCO2,6.2,4.0,-0.4,-2.9,0.1,2.7,-0.7,0.0,98.0,0.2
O=C(CSc1nnc(-c2ccncc2)n1C1CCCCC1)Nc1cccc(O)c1,-1.6,-2.0,1.6,0.5,2.8,-1.0,2.8,0.4,103.0,-4.0
O=C(CSc1ccsc1[N+](=O)[O-])N1CCN(c2ccccn2)CC1,3.2,-0.4,-1.2,-1.3,0.3,-2.0,2.3,-0.3,101.0,3.5
O=C(N/N=C/C(Cl)=C/c1ccccc1)c1ccccn1,-2.0,-5.8,-1.6,-1.6,-24.1,-0.8,-5.7,-0.1,95.0,3.0
CCOC(=O)C1(CC2CC2)CCN(C(=O)c2cc(C3CC3)nc3ccccc23)CC1,4.6,-6.1,6.1,-0.3,11.3,-0.4,-1.4,0.5,99.0,9.2
O=C(CCCc1ccccc1)NCc1ccccn1,-1.5,15.5,1.1,2.9,-0.1,0.9,0.9,0.2,95.0,5.8
O=C(CSc1cn[nH]n1)Nc1nc2ccccc2s1,4.4,2.5,-0.4,-5.0,-2.6,0.0,-0.6,-0.1,99.0,8.8
CC(NC(=O)COC(=O)CCc1ccccc1)c1ccccc1 (stereo not drawn),2.4,4.6,-0.9,5.1,6.4,0.4,2.1,-0.4,99.0,-1.0
CCOC(=O)CSC1=C(C#N)C(c2ccco2)C(C(=O)Nc2cccc(C(F)(F)F)c2)=C(C)N1 (stereo not drawn),2.0,0.3,1.1,8.6,-12.2,1.9,-1.6,0.1,106.0,-11.3
O=C1[C@H]2[C@@H](c3ccc(C(F)(F)F)cc3)N[C@]3(CCCN(Cc4ccc(Br)cc4)C3=O)[C@H]2C(=O)N1Cc1ccccc1,-1.7,13.6,3.6,4.4,-8.1,0.1,-3.8,0.2,100.0,-15.1
Cc1cc(NC(=O)COC(=O)CNS(=O)(=O)c2c(F)cc(F)cc2Br)no1,0.4,-2.1,-1.3,21.0,8.1,-0.4,1.3,-0.1,101.0,0.0
NC(=O)c1ccc(NC(=O)COC(=O)C2(c3ccccc3F)CCCC2)cc1,-2.9,7.0,-3.4,0.0,2.2,1.8,-0.2,0.2,96.0,4.5
CCCCNS(=O)(=O)NC(=O)C1=C(N2CCCC2)COC1=O,1.4,10.4,-2.5,0.3,4.0,-1.1,-0.2,0.3,99.0,-6.1
CCN1CCN(c2c(Cl)cccc2NC(=O)c2ccc(Br)o2)CC1,-0.2,-20.8,6.0,4.3,-16.4,2.4,-0.9,-0.8,101.0,-3.2
Cc1nc(NCC2CCCO2)nc2c1C(=O)CC(C)(C)C2 (stereo not drawn),0.7,-3.2,1.8,-0.3,12.1,-0.6,3.2,0.0,97.0,9.8
CCCCn1c(N)c(N(CC(C)C)C(=O)c2cccc(S(=O)(=O)N(C)c3ccc(C)cc3)c2)c(=O)[nH]c1=O,3.3,-3.4,-0.7,-7.5,-0.9,0.4,-2.7,0.1,98.0,1.2
CCc1ccccc1NC(=O)CCCSc1nc2ccccc2s1,-0.8,1.6,-0.9,-1.7,4.3,-2.3,1.2,-0.2,72.0*,-3.8
Cc1ccc(C(=O)N/N=C\c2ccc([N+](=O)[O-])o2)cn1,-3.1,-18.2,-0.1,-2.3,-1.9,-0.2,16.2,1.8,99.0,0.6
Cc1cc(C)nc(SCc2ccc(C(=O)N/N=C/c3ccncc3)cc2)n1,2.0,3.0,-2.9,-3.2,-4.5,3.1,-1.0,-0.3,91.0,6.0
O=C/C=C/c1c(-c2ccccc2)cc2oc3ccccc3cc1-2,0.1,7.9,0.9,53.4,-7.4,-0.3,19.8,-0.4,105.0,2.2
Cc1c(Nc2cc(N3CCCC(C)C3)c3nonc3c2[N+](=O)[O-])c(=O)n(-c2ccccc2)n1C (stereo not drawn),12.2,3.2,0.6,5.9,12.8,-2.3,-0.5,-0.3,94.0,10.7
CCn1c(Cc2ccccc2)nnc1SCC(=O)N1CCCC1=O,-3.5,6.6,-2.9,4.4,6.9,-0.5,3.1,-0.1,96.0,-0.1
CCOC(=O)c1ccc(S(=O)(=O)N2CCN(CC(O)COc3cccc(C(C)=O)c3)CC2)cc1 (stereo not drawn),1.5,6.7,-0.1,2.8,-2.1,-0.9,-0.1,0.1,96.0,-6.3
CCc1c(C)nc2cc(-c3ccc(OC)c(OC)c3)nn2c1N1CCCC1,2.3,-5.8,0.1,3.7,15.3,-0.4,-7.7,0.7,101.0,-6.0

# Arranged by the number under N-glyco inh (descending): 3 of the compounds above.
compound	HTR2A ag	MC4R antagonist	MC4R barr agon	Exocytosis inh	N-glyco inh	aDG glyco up	ABCB6 inh MLPCN	ABHD5-PLIN5 inh
Cc1c(Nc2cc(N3CCCC(C)C3)c3nonc3c2[N+](=O)[O-])c(=O)n(-c2ccccc2)n1C (stereo not drawn)	12.2	3.2	0.6	5.9	-0.5	-0.3	94.0	10.7
Cc1cc(C)nc(SCc2ccc(C(=O)N/N=C/c3ccncc3)cc2)n1	2.0	3.0	-2.9	-3.2	-1.0	-0.3	91.0	6.0
CCc1c(C)nc2cc(-c3ccc(OC)c(OC)c3)nn2c1N1CCCC1	2.3	-5.8	0.1	3.7	-7.7	0.7	101.0	-6.0
